From PubChem
HCV core dimer = blocks dimerization of HCV core protein; TR-FRET GST/Flag-core106 dimerization, 1536-well; inhibition, % at 5 µM; 0.33% of 300,000 active; AID 1899;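 active = inhibition above the mean of all tested compounds plus 3 SD, set per screening campaign, cut at about 45% in these data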
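Assay system: Tagged HCV core106 pair (GST and Flag) | Buffer or medium: KF-containing HEPES buffer, pH 7.45, DTT, CHAPS, BSA | Also added: Eu donor and XL665 acceptor anti-tag antibodies | Dosing: One concentration, 5 µM, in 0.5% DMSO | Timing: 4 h at 22.5 °C | Technique: TR-FRET 671 and 617 nm emission | Repeats: Singlicate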
TPT1 inh = blocks Candida albicans tRNA 2'-phosphotransferase; recombinant caTPT1, FP RNA substrate dephosphorylation; inhibition, % at 5 µM; 0.81% of 300,000 active; AID 1962;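 active = inhibition above the mean of all tested compounds plus 3 SD, set per screening campaign, cut at about 24% in these data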;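 also: plate controls were DMSO alone for no effect and ferristatin control at 100 nM for full effect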
Fh CTSL1 inh = blocks F. hepatica cathepsin L1 in PFM18AAP counter-screen. recombinant F. hepatica cathepsin L1, Z-Leu-Arg-MCA fluorescence. inhibition, % at 5.96 µM. 0.49% of 300,000 active. AID 1906;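 active = inhibition above the mean of all tested compounds plus 3 SD, set per screening campaign, cut at about 17% in these data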;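 also: 0% = plate median of test compound wells and 100% = 1 µM Z-Phe-Ala-diazomethylketone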
EBNA-1 inhibitor = blocks EBNA-1 binding to DNA; 0.34% of 300,000 active; inhibition, % at 14.8 µM; EBNA-1 DNA binding, fluorescence polarization; in the data active = inhibition above about 28%
Efflux pump mplx = antifungal efflux pump inhibition, Nile Red retention; inhibition, % at 10 µM; AID 485275; S. cerevisiae Candida pump triplex; 0.44% of 330,000 active;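 active = plate passing quality check with inhibition over a set limit, or well fluorescence over plate mean plus 4 SD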;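 also: Nile Red retained in pooled yeast measured as flow cytometry median fluorescence; 0% = buffer negative control and 100% = Enniatin B positive control; higher means more Nile Red kept so more efflux inhibition; some compounds called inactive have numbers as strong as hits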
PP1 counter = counter-screen for PP5 inhibitors: inhibitors of human PP1-alpha | AID 2235 | P62136 | inhibition, % at 6.7 µM | purified PP1alpha, OMFP fluorescence | 0.9% of 320,000 active;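 active = inhibition above the mean inhibition of all tested compounds plus 3 SD, computed separately for each screening campaign, cut at about 15% in these data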
ZTA counter = ZTA (EBV) inhibition in EBNA-1 counter-screen; 0.15% of 320,000 active; ZTA-DNA binding, fluorescence polarization; AID 2234; inhibition, % at 11 µM; in the data active = inhibition above about 33%
Target sequence (P03206 whole entry, looked up): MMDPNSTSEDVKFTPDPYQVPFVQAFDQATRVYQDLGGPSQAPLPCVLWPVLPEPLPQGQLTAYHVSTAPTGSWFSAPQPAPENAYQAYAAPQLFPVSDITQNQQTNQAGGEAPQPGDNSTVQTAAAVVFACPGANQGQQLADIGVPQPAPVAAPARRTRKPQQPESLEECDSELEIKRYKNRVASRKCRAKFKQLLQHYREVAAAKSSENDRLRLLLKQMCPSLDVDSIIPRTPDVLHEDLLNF
PREPL inh = inhibits the human prolyl oligopeptidase-like enzyme; Q4J6C6; inhibition, % at 5.96 µM; 0.68% of 320,000 active; recombinant PREPL, fluorescence polarization activity-based probe; in the data active = inhibition above about 43%;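 also: 0% = enzyme with DMSO and 100% = wells lacking enzyme; many of its hits are not listed in these tables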
Target sequence (Q4J6C6 whole entry, looked up): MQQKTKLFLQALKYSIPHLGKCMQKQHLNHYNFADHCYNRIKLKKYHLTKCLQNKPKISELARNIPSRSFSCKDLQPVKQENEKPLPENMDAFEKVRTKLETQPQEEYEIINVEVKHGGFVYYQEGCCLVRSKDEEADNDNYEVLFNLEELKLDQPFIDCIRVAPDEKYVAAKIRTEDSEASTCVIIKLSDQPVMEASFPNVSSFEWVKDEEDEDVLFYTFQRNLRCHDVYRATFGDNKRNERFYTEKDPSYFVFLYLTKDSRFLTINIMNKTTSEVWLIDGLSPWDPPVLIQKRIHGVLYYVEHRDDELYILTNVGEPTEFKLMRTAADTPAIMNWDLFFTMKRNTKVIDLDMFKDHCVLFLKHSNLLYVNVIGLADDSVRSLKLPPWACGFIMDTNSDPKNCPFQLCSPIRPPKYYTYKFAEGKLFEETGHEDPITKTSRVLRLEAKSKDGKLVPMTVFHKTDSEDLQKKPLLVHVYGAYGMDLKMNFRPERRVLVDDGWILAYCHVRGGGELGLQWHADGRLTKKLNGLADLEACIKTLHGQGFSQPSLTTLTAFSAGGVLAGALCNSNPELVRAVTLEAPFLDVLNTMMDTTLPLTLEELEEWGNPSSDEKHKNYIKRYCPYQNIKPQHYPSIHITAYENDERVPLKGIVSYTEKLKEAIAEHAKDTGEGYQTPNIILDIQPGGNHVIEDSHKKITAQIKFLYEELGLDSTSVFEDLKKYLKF
PP5 primary = inhibitors of human protein phosphatase 5 (PP5) | inhibition, % at 6.7 µM | 0.18% of 320,000 active | purified PP5c, OMFP substrate fluorescence | P53041 | AID 1987;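 active = inhibition above the campaign's mean inhibition across all tested compounds plus 3 SD, cut at about 9.5% in these data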;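 also: 0% = DMSO only and 100% = 100 µM cantharidin control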
* hit, by the source's call; nt = no result given. This is a subset; rates above refer to the full screens.

No.	smiles	HCV core dimer	TPT1 inh	Fh CTSL1 inh	EBNA-1 inhibitor	Efflux pump mplx	PP1 counter	ZTA counter	PREPL inh	PP5 primary
1	NC(=O)c1cnn(-c2ccc3ccccc3c2)c1N	0	0	-3	-12	0.1	1	0	18	0.2
2	CCN(CC(O)Cn1c2ccccc2c2ccccc21)S(=O)(=O)c1ccc(F)cc1 (centres undefined)	1	2	-2	-12	-0.1	1	-4	6	6.6
3	O=C(NCc1cccs1)c1cc2c(s1)CCCC2	0	-4	0	-2	-0.1	2	-4	10	1.4
4	COc1ccc(CS(=O)(=O)CC(C)(O)c2ccccc2Cl)cc1 (centres undefined)	0	3	-3	-5	-0.1	-1	-3	-2	0.9
5	O=C(NNC(=S)Nc1ccccc1)c1ccc2ncccc2c1	-21	-2	3	5	-0.1	2	-10	14	-1.8
6	CCOc1ncccc1C(=O)Nc1ccc(F)c(F)c1	2	0	-1	-11	0.0	-1	3	-1	-0.2
7	CN1CCN(CCCc2c3c(cc4c2CCC4)CCC3)CC1	-8	-1	-1	3	0.2	1	-10	-12	2.5
8	COc1ccc(C/C(N)=N/OC(=O)COc2ccccc2C)cc1	4	1	-15	-13	0.2	0	-2	4	4.1
9	CCOCc1cn(CC(=O)c2ccc([N+](=O)[O-])cc2)c(C)nc1=N	4	0	-3	11	-0.2	-3	12	25	1.9
10	Cc1ccc(S(=O)(=O)Nc2c(O)c3ccccc3oc2=O)cc1C	-6	0	2	-5	-0.1	-2	-2	9	0.3
11	CSc1ccc(-c2nc(CN3CCCCC3c3cccnc3)c(C)o2)cc1 (centres undefined)	7	3	3	-14	-0.2	8	-13	4	1.6
12	COc1ccc(S(=O)(=O)Nc2ccc(-c3ccc(N4CCCC4)nn3)cc2)cc1C	28	4	4	7	0.1	9	16	7	2.3
13	O=[N+]([O-])c1cccc(S(=O)(=O)NCCc2cn3ccccc3n2)c1	1	0	-1	-3	0.0	3	-6	-2	1.0
14	Cc1cccc(C(=O)NC2CCCCCCC2)c1	11	0	0	7	-0.1	2	5	2	-0.8
15	COc1cccc(CNC(=O)COC(=O)c2nc(Cl)c(Cl)c(Cl)c2Cl)c1	nt	nt	nt	nt	0.0	-2	-8	-1	0.3
16	CCc1ccc(-c2cc(C(=O)N/N=C/c3ccccn3)[nH]n2)cc1	4	0	2	-1	-0.1	15	0	7	0.5
17	O=C(Nc1ccccc1)Nc1cccc(NC(=O)Nc2ccccc2)c1F	11	-3	1	0	-0.1	16*	-8	2	1.9
18	Nc1nc(-c2cccnc2)nn1S(=O)(=O)c1ccccc1	-1	1	-1	-8	0.1	-1	-1	17	1.2
19	CCOc1ccc(/C=N/NC(=O)c2ccccc2O)cc1CN1CC2CC(C1)c1cccc(=O)n1C2 (centres undefined)	nt	nt	nt	nt	0.8*	-6	18	19	4.3
20	O=C(CNC(=O)c1ccccc1F)NC1CC1	-4	-1	-4	6	-0.2	-5	4	2	-0.2
21	COC(=O)CSc1nc2cc(C)cc(C)c2cc1C#N	1	1	1	-3	-0.1	-1	-10	4	-0.7
22	C=CCNc1nc(NCCN2CCOCC2)nc(N2CCOCC2)n1	-4	-5	-3	-7	0.1	-2	-2	5	2.7
23	CN(C)c1ccc(C2CC(c3cccc(NS(C)(=O)=O)c3)=NN2C(=O)c2ccccc2)cc1 (centres undefined)	3	1	3	-14	0.1	0	5	10	0.8
24	Cc1cc(Br)ccc1NC(=O)CSc1nnc(CN2CCOCC2)n1C	-4	0	2	4	-0.1	-3	11	10	-2.6
25	O=C(c1ccc(NS(=O)(=O)c2ccc3[nH]c(=O)[nH]c3c2)cc1)N1CCCC(C(F)(F)F)C1 (centres undefined)	-4	-4	-5	15	-0.1	-1	10	5	-0.1
26	CCc1nn(CC(=O)NCCCc2ccccc2)c(=O)c2cc3c(OC)cccc3n12	12	2	0	0	-0.1	-6	-6	0	0.5
27	COCCNC(=O)NC12CC3(C)CC(C)(CC(C)(C3)C1)C2	-2	-4	2	1	-0.2	1	-12	7	1.1
28	CC1CN(c2cc(=O)n(-c3ccccc3)c(=O)[nH]2)CC(C)O1 (centres undefined)	-11	1	-3	7	0.1	-1	-10	9	3.9
29	O=C(CN1C(=O)NC2(CCCc3ccccc32)C1=O)NC1CCCCC1 (centres undefined)	-10	-1	-2	-2	-0.1	-1	-21	3	-0.8
30	Cc1nn2c(N3CCCC3)cc(C(C)C)nc2c1-c1ccccc1	-8	1	1	-6	-0.1	5	-13	7	2.0
31	O=C(c1ccc(Cn2c(=S)[nH]c3ccc(Br)cc3c2=O)cc1)N1CCN(C2CCCCC2)CC1	4	-1	0	-6	0.1	-1	-3	3	0.7
32	Cn1cc(/C=C/C(=O)N2CCCC(C(=O)c3cccc4ccccc34)C2)cn1 (centres undefined)	4	-4	1	-15	-0.1	-9	12	-2	1.9
33	Cc1nn(-c2ccc(N3CCOCC3)nn2)c(C)c1CCC(=O)NCc1ccccc1	8	-1	-3	-1	0.0	-4	4	-4	1.2
34	O=C(c1ccc([N+](=O)[O-])cc1)N1CCSC1c1ccccc1 (centres undefined)	-12	6	-2	-13	0.1	1	-15	-3	-0.6
35	COc1cccc(NC(=O)CC2C(=O)NC3CCCCC3N2C(=O)c2ccc(F)cc2)c1 (centres undefined)	-5	0	-6	1	0.0	1	-13	17	1.9
36	COc1ccc(-n2nc(C(=O)NCC(=O)N3CCN(C)CC3)c3ccccc3c2=O)cc1	-4	3	3	3	-0.3	0	-6	8	1.8
37	Cc1ccc([N+](=O)[O-])c(OCCCNCC(C)O)c1 (centres undefined)	-1	-6	5	10	-0.1	1	11	32	0.3
38	O=C(CCc1nc(-c2cccs2)no1)NCc1ccc(F)cc1Cl	23	-1	3	1	-0.6	-3	25	-10	-0.6
39	Cc1cc(C)c2c(=O)n(CC(=O)NCCCN3CCN(c4ccccc4F)CC3)sc2n1	-1	2	2	0	-0.1	-1	-3	24	2.5
40	COc1cccc(C(=O)C2CCCN(C(=O)c3ccccn3)C2)c1 (centres undefined)	1	-1	0	3	0.0	3	-6	15	-3.5
41	CC(Sc1nc(-c2ccc(F)cc2)cs1)C(=O)Nc1ccc(Cl)cn1 (centres undefined)	-1	15	-5	-3	4.9	-3	-8	-8	3.9
42	N#Cc1ccc(NC(=O)CCc2nc3ccccc3s2)cc1	12	-2	-4	0	-1.0	2	5	-44	0.8
43	CCCN(Cc1cc2cccc(C)c2[nH]c1=O)C(=O)c1cccc(OC)c1	-1	0	-2	3	-0.2	-1	-12	-17	0.9
44	COc1cc(OC)cc(C(=O)N2CCC(C(=O)Nc3ccc4c(c3)OCCO4)CC2)c1	-4	-2	-2	6	4.9	4	-12	1	0.5
45	CCOc1ccccc1N(CC(=O)Nc1ccccc1C(=O)N1CCCC1)S(C)(=O)=O	-11	0	3	-10	-0.1	8	-32	1	-5.0
46	Cc1cc(-c2ccccc2)nc2oc(C(=O)NN)c(N)c12	2	0	8	-2	0.0	6	4	-27	0.8
47	CCOc1ccc2nnc(-c3ccc(Br)cc3)n2n1	-4	-4	-1	3	0.0	-2	-10	14	0.9
48	CN(C)CCCN(C(=O)CCS(=O)(=O)c1ccccc1)c1nc2cc3c(cc2s1)OCO3	0	1	29*	-5	-0.1	-1	-10	-17	2.4
49	COc1ccc(C(=O)OCC(=O)Nc2c(C)cccc2C)cc1	-1	-1	0	-12	-0.2	0	-5	0	-0.3
50	CN1CCN(c2ccc(NC(=O)c3ccc4c(c3)OCCO4)cc2)CC1	-9	-1	10	-5	-0.1	-7	0	2	-0.9

Overlap with the part before: 3 entries, followed by the next part.
No.	smiles	HCV core dimer	TPT1 inh	Fh CTSL1 inh	EBNA-1 inhibitor	Efflux pump mplx	PP1 counter	ZTA counter	PREPL inh	PP5 primary
48	CN(C)CCCN(C(=O)CCS(=O)(=O)c1ccccc1)c1nc2cc3c(cc2s1)OCO3	0	1	29*	-5	-0.1	-1	-10	-17	2.4
49	COc1ccc(C(=O)OCC(=O)Nc2c(C)cccc2C)cc1	-1	-1	0	-12	-0.2	0	-5	0	-0.3
50	CN1CCN(c2ccc(NC(=O)c3ccc4c(c3)OCCO4)cc2)CC1	-9	-1	10	-5	-0.1	-7	0	2	-0.9
51	CCOc1ccc(C2CC(c3ccccc3C)n3nc(N)nc3N2)cc1 (centres undefined)	0	0	-1	7	0.0	2	-8	42	-1.9
52	COc1cc(C)nc(N2CCCC(C(=O)Nc3cccc(Cl)c3C)C2)n1 (centres undefined)	-8	1	-2	3	-0.4	-7	-11	-5	4.6
53	COc1ccc(CCc2nc(-c3ccc(-n4cccc4)cc3)no2)cc1	-3	1	-5	-9	-0.2	-2	-9	5	0.5
54	COC(=O)c1ccccc1NC(=O)CN1CCN(Cc2ccccc2)CC1	5	6	-2	6	0.0	-2	1	-5	1.9
55	COc1ccc(C2Nc3ccccc3C(=O)N2Cc2ccccc2)cc1 (centres undefined)	12	-3	-6	13	0.0	3	1	1	-1.0
56	O=C(COc1ccccc1)N1CCN=C1SCc1ccccc1F	1	0	-1	11	-0.1	3	-3	-8	-0.6
57	Cn1c(-c2sccc2OCc2ccccc2)n[nH]c1=S	-4	0	2	-7	0.1	0	-14	-16	2.1
58	COc1cc(OC)cc(C(=O)OCC(=O)NC(c2ccccc2)c2ccccc2)c1	nt	nt	nt	nt	0.0	-3	4	2	-1.9
59	Cc1ccc(C)c(NC(=O)CSc2c(C)n[nH]c2C)c1	-4	-2	-4	-11	-0.1	-1	-13	3	-1.9
60	O=[N+]([O-])c1ccc(/C=C/c2ccncc2)cc1	2	-2	-6	-19	0.3	-6	1	-18	-0.1
61	CCc1ccc(NC(=O)COC(=O)C2(c3ccc(Cl)cc3)CCCC2)cc1	1	-2	1	3	0.3	4	2	-14	1.7
62	O=C(Nc1ccc(-c2noc(CCc3ccccc3)n2)cc1)c1cccnc1	3	5	-1	-5	-0.1	0	11	-87	5.3
63	O=S(=O)(c1ccc(-c2cc(C(F)(F)F)on2)s1)N1CCCC1	-1	-2	1	-3	0.0	-1	13	6	1.3
64	C=CCn1cc(C(=O)OC)c(=O)c2cc(S(=O)(=O)N3CCCCCC3)ccc21	2	2	1	8	-0.1	-4	14	3	-2.6
65	COc1ccc(-c2oc(=O)c3cc(OC)c(OC)cc3c2-c2cc(F)cc(OC)c2)cc1	nt	nt	nt	nt	1.0	-1	4	-2	-0.1
66	COc1ccc(-c2ccc3ccccc3n2)cc1OC	-1	-4	2	-12	0.3	0	-3	-6	0.0
67	CCN(CC)C(=O)CSC1c2ccccc2C(=O)N1c1ccccc1 (centres undefined)	-1	0	-3	11	0.0	-4	2	2	-0.1
68	O=C(COc1ccccc1)Nc1sc2c(c1C(=O)NCc1cccnc1)CCCC2	8	2	-3	9	0.0	14	-7	0	2.6
69	[O-]/C(=C(\C(=S)NCCN1CCOCC1)[n+]1ccccc1)c1ccc(Cl)s1	18	3	3	3	-0.1	-5	13	7	-3.4
70	Cc1cccc(NC(=O)N2CCCCCC2)c1C	0	1	1	-1	0.1	0	6	12	2.5
71	Cc1ccc(CNC(=O)C2CCN(S(=O)(=O)N3CCCC3)CC2)cc1	-2	0	-3	-6	0.0	-2	2	-2	-0.9
72	Clc1ccccc1Nc1nnc(-c2ccncc2)s1	-1	-3	2	0	0.5	0	8	5	-0.6
73	O=C(CSc1nnc(NC(=O)c2ccccc2)s1)NCC1CCCO1 (centres undefined)	2	1	-2	12	-0.1	-3	1	-6	2.9
